# Assay outcomes deposited in PubChem BioAssay by several laboratories.
# GPR7 antag = GPR7 receptor antagonists, primary screen, cell-based, fluorescence, single concentration | Neuropeptides B/W receptor type 1 (Homo sapiens), P48145 | GPR7-expressing cells, fluorescence antagonist assay | inhibition, % at 4.4 µM | 290,000 tested, 1.1% active; in the data active = inhibition above about 16%, passing the limit was not always enough;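 note: cells stimulated with the agonist NPW; 0% = agonist with vehicle and 100% = vehicle without agonist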
# Target sequence (P48145 whole entry, looked up): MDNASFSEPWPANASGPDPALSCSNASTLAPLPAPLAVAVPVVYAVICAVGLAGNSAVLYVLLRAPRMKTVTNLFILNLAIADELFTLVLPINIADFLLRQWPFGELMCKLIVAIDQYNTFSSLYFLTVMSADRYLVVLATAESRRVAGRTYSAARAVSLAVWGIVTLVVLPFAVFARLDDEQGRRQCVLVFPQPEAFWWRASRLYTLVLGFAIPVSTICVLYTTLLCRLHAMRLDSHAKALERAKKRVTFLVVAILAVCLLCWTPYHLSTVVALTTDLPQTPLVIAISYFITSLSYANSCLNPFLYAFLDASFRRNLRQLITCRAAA
# MEKK3 PB1 HTS = modulators of MEKK3-MEK5 PB1 binding, primary screen, biochemical, wildtype MEKK3, multiplex bead flow cytometry, Alexa488-MEK5. AID 1529, 2009. binding response (% of control), % at 10 µM. 290,000 tested, 1.4% active. bead-based flow cytometry, Alexa488-MEK5 binding to MEKK3; actives lie on both sides; 0 = blocked by unlabeled MEK5, 100 = vehicle;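 active = binding response more than 3 SD above or below the average of its plate-row segment, actives on both sides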;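 note: Alexa488 bead fluorescence after subtracting the streptavidin-only scavenger bead signal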
# FID counter = compounds displacing fluorescent DNA intercalator, primary screen, artefact control for HCV NS3 helicase inhibitor project, biochemical, FID fluorescence; 290,000 tested, 0.17% active; inhibition, % at 7.9 µM; DNA fluorescent intercalator displacement; in the data active = inhibition above about 37%;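 note: 0% = vehicle and 100% = reference compound; higher means more ethidium bromide displaced from hairpin DNA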
# MEKK2mut PB1 HTS = MEK5 binding signal on mutant MEKK2 PB1, primary screen, biochemical, multiplex bead flow cytometry, Alexa488-MEK5 | Alexa488-MEK5 binding to MEKK2 mutant | percent response, % at 10 µM | 290,000 tested, 0.35% active | AID 1530, 2009; in the data active = percent response above about 24%, passing the limit was not always enough; note: inactives centre near 1; some results filed as inactive read as strong as hits; reference of the scale not given here
# PfM18AAP inh = PfM18AAP inhibitors, malaria aminopeptidase, primary screen, biochemical, QFRET, recombinant enzyme. M18 aspartyl aminopeptidase (Plasmodium falciparum 3D7). H-Glu-NHMec fluorogenic cleavage. inhibition, % at 7.35 µM. 290,000 tested, 1.2% active. AID 1822, 2009;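 active = inhibition above the campaign mean inhibition over all tested compounds plus 3 SD, cut at about 28% in these data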;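 note: 0% = plate median of test compound wells and 100% = 2 mM ZnCl2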
# MEKK2wt PB1 HTS = modulators of MEK5 binding to wildtype MEKK2, primary screen, biochemical, multiplex bead flow cytometry, Alexa488-MEK5; Mitogen-activated protein kinase kinase kinase 2 (Homo sapiens), Q9Y2U5; Alexa488-MEK5 binding to MEKK2 WT; actives lie on both sides; binding response (% of control), % at 10 µM; 290,000 tested, 1.1% active; AID 1531, 2009; in the data active = binding response below about 67% or above about 130%
# NALP1 yeast inh = NALP1 inflammasome inhibitors in reconstituted yeast, colorimetric, S. cerevisiae, triplicate retest | S. cerevisiae NALP1/ASC/caspase-1 growth, X-gal OD620, 72 h | inhibition, % at 10 µM | AID 2071, 2009 | 280,000 tested, 0.61% active; in the data active = inhibition mostly above about 24%, no sharp cut-off; inactive = mostly below about 32%; note: some compounds called inactive have numbers as strong as hits
# OXTR agonist = human OXTR agonists, primary screen, fluorescence, CHO-OTR cells, Fluo-8 calcium; Oxytocin receptor (Homo sapiens), P30559; Fluo-8 calcium fluorescence; normalized: DMSO 0%, oxytocin 100%; activation, % at 3 µM; 320,000 tested, 0.32% active; AID 2435, 2010;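 active = activation above the mean of all tested compounds plus 3 SD, cutoff set per screening run, cut at about 20% in these data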;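 note: peak over basal fluorescence ratio from a 100 s FLIPR kinetic read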
# Target sequence (P30559 whole entry, looked up): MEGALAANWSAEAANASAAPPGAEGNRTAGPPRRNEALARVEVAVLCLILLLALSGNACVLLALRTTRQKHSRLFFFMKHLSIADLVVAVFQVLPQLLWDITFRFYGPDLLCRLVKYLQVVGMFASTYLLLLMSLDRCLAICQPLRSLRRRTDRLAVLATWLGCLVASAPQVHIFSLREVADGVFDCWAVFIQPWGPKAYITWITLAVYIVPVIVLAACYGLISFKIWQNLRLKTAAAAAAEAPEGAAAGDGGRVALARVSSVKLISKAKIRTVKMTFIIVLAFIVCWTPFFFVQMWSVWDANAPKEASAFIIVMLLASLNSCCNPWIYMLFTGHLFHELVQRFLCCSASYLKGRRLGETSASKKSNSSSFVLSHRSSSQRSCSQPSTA
# PHOSPHO1 inh = PubChem AID 1565; recombinant PHOSPHO1, absorbance phosphatase assay; inhibition, % at 13.3 µM; 290,000 tested, 1.1% active; in the data active = inhibition above about 60%
# Target sequence (Q8TCT1 whole entry, looked up): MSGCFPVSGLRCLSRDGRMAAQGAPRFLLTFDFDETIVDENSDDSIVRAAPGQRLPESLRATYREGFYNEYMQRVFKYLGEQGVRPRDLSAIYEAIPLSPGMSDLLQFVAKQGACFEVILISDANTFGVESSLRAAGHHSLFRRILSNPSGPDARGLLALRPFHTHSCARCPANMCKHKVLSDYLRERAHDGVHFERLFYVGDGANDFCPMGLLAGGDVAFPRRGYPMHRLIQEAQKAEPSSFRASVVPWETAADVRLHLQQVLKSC
# Active calls of the source: *; nt = not tested or not shown.
1. COc1ccccc1CNC(=O)/C=C/c1ccc(S(=O)(=O)N2CCOCC2)cc1
2. CCCc1cc(-c2nc(N)ncc2-c2ccc3c(c2)OCCCO3)c(O)cc1OC
3. CC(c1ccncn1)N(C)Cc1nc(-c2ccc(C(F)(F)F)cc2)no1 (stereo unspecified)
4. O=C(NCC1CCCO1)C(c1ccc(F)cc1)N(CCCN1CCOCC1)C(=O)c1ccc(-c2ccccc2)[nH]1 (stereo unspecified)
5. COCCNC(=O)/C(C#N)=C/c1ccccc1Br
6. CC(C)OC(=O)c1cc2ccccc2oc1=O
7. COc1cccc(C(=O)Nc2nnc(-c3ccccc3)s2)c1OC
8. O=C(CSc1ccccc1)N1CCCC(N2CCN(c3ccccc3)CC2)C1 (stereo unspecified)

Compound,1,2,3,4,5,6,7,8
NALP1 yeast inh,-4,nt,-4,18,6,15,16,17
MEKK2wt PB1 HTS,98,108,114,102,103,90,102,91
OXTR agonist,0.8,-2.2,-1.3,0.6,2.0,-0.9,0.5,1.1
GPR7 antag,-4,-26,-7,-6,-1,-7,2,7
MEKK3 PB1 HTS,102,111,106,99,103,91,101,93
FID counter,-22,-11,-14,-8,-2,-6,-34,-11
MEKK2mut PB1 HTS,2,12,11,1,0,-4,1,-5
PHOSPHO1 inh,42,-7,32,-10,15,-18,-14,17
PfM18AAP inh,0,4,4,4,-3,-5,-2,3

9. O=S(=O)(c1cccc2cccnc12)N1CCN(c2ccc(F)cc2)CC1
10. CCOc1ccc(N2C(=O)CC(N(Cc3ccco3)C(=O)CC)C2=O)cc1 (stereo unspecified)
11. CCc1ccccc1N1CC23C=CC(O2)C(C(=O)OCC(C)C)C3C1=O (stereo unspecified)
12. CCOC(=O)c1sc(NC(=S)NC(=O)c2ccc(OC)cc2)nc1C
13. O=C(OCCCCN1C(=O)c2ccccc2C1=O)c1ccc(Br)o1
14. Cc1ccc(NC(=O)CN2CCC(C(=O)c3ccc(F)cc3)CC2)cc1
15. O=C1S/C(=C\c2cccs2)C(=O)N1c1ccc(O)cc1
16. Cc1ccc(OCC(=O)Nc2ccc(N3CCOCC3)cc2)cc1

Compound,9,10,11,12,13,14,15,16
NALP1 yeast inh,2,1,1,16,-14,1,26,19
MEKK2wt PB1 HTS,90,95,99,105,96,99,96,91
OXTR agonist,-0.2,-0.2,-0.6,0.6,0.5,-0.8,3.7,0.4
GPR7 antag,5,-8,-2,4,-15,-8,15,-5
MEKK3 PB1 HTS,96,94,102,104,99,95,98,91
FID counter,-6,-8,-15,-1,1,-7,-3,-17
MEKK2mut PB1 HTS,-7,-6,3,7,-1,-2,-4,-6
PHOSPHO1 inh,12,-3,9,19,26,8,24,-16
PfM18AAP inh,-7,5,10,-13,6,2,0,-1

17. Cc1c(OCc2ccccc2)c(=O)ccn1Cc1ccc(F)cc1
18. COc1ccccc1Oc1coc2cc(O)ccc2c1=O
19. Cc1[nH]n(-c2ccccc2)c(=O)c1N=Nc1ccc(F)cc1
20. COCCn1c(SCC(=O)NCc2ccccc2)nc2ccccc21
21. COc1cc(C2N(c3cccc(Cl)c3)C(=O)C3CCCN32)cc(OC)c1OC (stereo unspecified)
22. Cc1cc(C(F)F)n2ncc(C(=O)NC3CCCCCC3)c2n1
23. COc1ccc(OCCn2c(N)nc3ccccc32)cc1
24. COc1cccc(CN2CCNC(=O)C2CC(=O)NCCc2ccccn2)c1 (stereo unspecified)

Compound,17,18,19,20,21,22,23,24
NALP1 yeast inh,-2,5,10,26,2,-5,-10,-13
MEKK2wt PB1 HTS,105,99,97,102,106,89,110,112
OXTR agonist,-1.1,1.5,-0.7,-0.1,-0.1,-1.9,7.5,0.9
GPR7 antag,-2,-3,-2,5,-7,-17,-9,-18
MEKK3 PB1 HTS,116,98,101,103,103,93,101,102
FID counter,3,-3,-7,-21,-1,-16,7,-7
MEKK2mut PB1 HTS,3,-2,0,-2,5,-6,22,8
PHOSPHO1 inh,20,18,29,20,-9,41,-14,24
PfM18AAP inh,-1,6,7,-7,-8,-7,3,-6

25. O=C(NCc1ccncc1)C1COc2ccccc2O1 (stereo unspecified)
26. CCOC(=O)N1CCC(=NNC(=O)COc2ccc(C#N)cc2)CC1
27. O=c1cc(NCC2CCCO2)[nH]c(=O)n1-c1ccc(Cl)cc1 (stereo unspecified)
28. CC(=O)C1(C)N(O)C(C)(C)C(c2cccs2)=[N+]1[O-] (stereo unspecified)
29. CCCN(CCC)C(=O)C1CCN(c2cc(C)nc3c(-c4ccc(OC)c(OC)c4)c(C)nn23)CC1
30. Cc1cc(C)cc(N(C(=O)CNC(=O)c2cccs2)C(C(=O)NC2CCCC2)c2cccnc2)c1 (stereo unspecified)
31. CS(=O)(=O)N(CC(=O)Nc1ccccc1Sc1ccccc1)c1ccc(F)cc1
32. COc1ccc(C(=O)C2CCCN(C(=O)c3ccc(OC)o3)C2)c(C)c1 (stereo unspecified)

Compound,25,26,27,28,29,30,31,32
NALP1 yeast inh,0,22,19,-13,18,5,-7,14
MEKK2wt PB1 HTS,112,114,109,100,110,88,111,104
OXTR agonist,-0.3,0.2,0.9,1.1,-1.3,-0.8,-0.4,-0.1
GPR7 antag,2,1,-14,-14,-5,-12,-9,9
MEKK3 PB1 HTS,109,100,111,104,103,84,110,104
FID counter,2,-7,-5,-6,-15,-5,-26,-33
MEKK2mut PB1 HTS,3,31,3,-3,4,-11,8,5
PHOSPHO1 inh,11,-4,-2,-6,-9,-26,-5,-1
PfM18AAP inh,0,-2,-11,8,-4,-1,-10,-4

# Next part, overlapping the part above by four compounds.
29. CCCN(CCC)C(=O)C1CCN(c2cc(C)nc3c(-c4ccc(OC)c(OC)c4)c(C)nn23)CC1
30. Cc1cc(C)cc(N(C(=O)CNC(=O)c2cccs2)C(C(=O)NC2CCCC2)c2cccnc2)c1 (stereo unspecified)
31. CS(=O)(=O)N(CC(=O)Nc1ccccc1Sc1ccccc1)c1ccc(F)cc1
32. COc1ccc(C(=O)C2CCCN(C(=O)c3ccc(OC)o3)C2)c(C)c1 (stereo unspecified)
33. CCCC#CCN1CCN(C23CC4CC(CC(C4)C2)C3)CC1
34. O=C(CN1CCCCC1)NNc1nc(-c2ccccc2)c2cc(Br)ccc2n1
35. Cc1ccccc1Nc1nc(N2CCOCC2)nc(N2CCOCC2)n1
36. CCn1ccnc1CN(C)C(=O)CCc1nnc(CCC2CCCCC2)o1
37. CCC(=O)Nc1ccc(S(=O)(=O)Nc2cccnc2)cc1
38. C/C(=N/NC(=O)Cc1ccccc1)c1ccc(C)s1
39. CCc1ccccc1NS(=O)(=O)c1ccc2c(c1)C(C)(C)C(=O)N2C
40. COc1cccc(CNc2ccc(S(=O)(=O)Nc3nccs3)cc2)c1O

Compound,29,30,31,32,33,34,35,36,37,38,39,40
NALP1 yeast inh,18,5,-7,14,10,-5,21,-17,5,11,5,20
MEKK2wt PB1 HTS,110,88,111,104,107,95,105,93,86,95,101,95
OXTR agonist,-1.3,-0.8,-0.4,-0.1,-0.6,0.0,0.1,-1.0,-0.3,1.3,0.3,0.1
GPR7 antag,-5,-12,-9,9,-9,-18,-9,-11,-1,-6,7,17*
MEKK3 PB1 HTS,103,84,110,104,102,93,104,97,80,93,100,97
FID counter,-15,-5,-26,-33,3,-2,-30,-8,1,-5,-24,-12
MEKK2mut PB1 HTS,4,-11,8,5,4,-11,1,-3,-10,-2,0,-1
PHOSPHO1 inh,-9,-26,-5,-1,24,-10,60,49,29,19,2,-7
PfM18AAP inh,-4,-1,-10,-4,-1,1,-4,-3,-2,2,-3,-4

# Record cards (already shown).
# CCCC#CCN1CCN(C23CC4CC(CC(C4)C2)C3)CC1 in the list: NALP1 yeast inh: 10; MEKK2wt PB1 HTS: 107; OXTR agonist: -0.6; GPR7 antag: -9; MEKK3 PB1 HTS: 102; FID counter: 3; MEKK2mut PB1 HTS: 4; PHOSPHO1 inh: 24; PfM18AAP inh: -1
# Cc1ccccc1Nc1nc(N2CCOCC2)nc(N2CCOCC2)n1 in the list: NALP1 yeast inh: 21; MEKK2wt PB1 HTS: 105; OXTR agonist: 0.1; GPR7 antag: -9; MEKK3 PB1 HTS: 104; FID counter: -30; MEKK2mut PB1 HTS: 1; PHOSPHO1 inh: 60; PfM18AAP inh: -4

# (further entries)
41. COc1ccc(NC(=O)CCCn2c(=O)c3sccc3n(Cc3ccc(C)cc3C)c2=O)cc1
42. Cc1ccc(OCC(=O)Nc2ccccc2N2CCOCC2)c(C)c1
43. Cc1ccc(NC(=O)CN(C)C(=O)Cn2ncc(Cl)c(Cl)c2=O)cc1
44. Cc1cc(C)c(NS(=O)(=O)c2ccc3c(c2)NC(=O)CCS3)c(C)c1
45. COc1ccc(C(CNC(=O)c2ccc(-c3ccccc3)cc2)N(C)C)cc1OC (stereo unspecified)
46. CN1CCN(c2ccc(NC(=O)c3ccc4ccccc4c3)cc2)CC1
47. Cc1nc2ccccc2n1/N=C/c1ccc([N+](=O)[O-])s1
48. CCC(CC)NC(=O)CSc1nnc(-c2c[nH]c3ccccc23)o1

Compound,41,42,43,44,45,46,47,48
NALP1 yeast inh,11,5,18,13,13,38,38,7
MEKK2wt PB1 HTS,96,105,107,94,114,108,91,104
OXTR agonist,-0.8,-0.9,-1.9,-1.7,0.5,4.5,-1.8,0.4
GPR7 antag,0,3,2,-3,-3,11,-6,-3
MEKK3 PB1 HTS,96,107,112,101,102,97,90,106
FID counter,-6,-22,-7,-25,13,22,4,-7
MEKK2mut PB1 HTS,-2,5,1,-5,4,0,-3,3
PHOSPHO1 inh,-2,50,15,34,6,30,-12,46
PfM18AAP inh,-13,1,5,-14,0,-2,2,-8

49. CCOC(=O)c1nc(Nc2ccccc2CC)c2ccccc2n1
50. CC(=O)NC(CC(=O)N(Cc1ccccc1)c1ccc(C)cc1)c1ccccc1 (stereo unspecified)
51. Cc1nnsc1C(=O)NC1CCCCC1
52. CN(C)C(=O)c1ccc(NC(=O)c2ccccc2-c2ccccc2)cc1
53. Cc1ccc(C)c2nc(SCC(=O)N3CCCc4ccccc43)c(C#N)cc12
54. CC(=O)Nc1ccc(Nc2nc(C)c([N+](=O)[O-])c(Nc3ccc(NC(C)=O)cc3)n2)cc1
55. Cc1cc(C2N=C(N)Nc3nc4ccccc4n32)c(C)n1-c1ccccc1Cl (stereo unspecified)
56. O=C(CSc1ncnc2c1nnn2Cc1ccccc1)NC1CCCC1
57. COc1cc(/C=N\NC(=O)Cn2nnc3ccccc32)cc(OC)c1OC
58. Cc1ccnc(SCC(=O)N2CCN(C(c3ccccc3)c3ccccc3)CC2)n1

Compound,49,50,51,52,53,54,55,56,57,58
NALP1 yeast inh,0,3,-3,14,22,23,6,-4,nt,11
MEKK2wt PB1 HTS,101,106,98,109,93,76,138*,105,104,100
OXTR agonist,-0.8,3.4,-0.1,-0.3,1.7,-2.1,-0.8,0.6,1.3,-2.0
GPR7 antag,-11,-1,5,-21,-3,-15,0,-1,-1,-10
MEKK3 PB1 HTS,104,106,98,105,105,99,113,111,101,100
FID counter,-26,-57,1,-15,-3,6,-7,-1,-11,-30
MEKK2mut PB1 HTS,-1,13,-1,7,0,11,26*,-1,4,-2
PHOSPHO1 inh,-2,18,7,29,0,-2,-11,27,26,3
PfM18AAP inh,-6,-6,8,-1,2,1,5,-14,-4,0
